Screening data: PubChem BioAssay, National Center for Advancing Translational Sciences (NCATS)
CBFb RUNX1 block – CBF-beta/RUNX1 interaction disruption | Q01196+Q13951 | AlphaScreen CBFb-His/RUNX1-biotin binding, biochemical | 230,000 tested, under 10 active | Potency, µM (top dose mostly 59.8 µM), for the others: at the highest dose activity, negative = inhibition, most hits filed as inhibitors; further: % of control where 0% means no effect
Target sequence (Q01196 whole entry, looked up): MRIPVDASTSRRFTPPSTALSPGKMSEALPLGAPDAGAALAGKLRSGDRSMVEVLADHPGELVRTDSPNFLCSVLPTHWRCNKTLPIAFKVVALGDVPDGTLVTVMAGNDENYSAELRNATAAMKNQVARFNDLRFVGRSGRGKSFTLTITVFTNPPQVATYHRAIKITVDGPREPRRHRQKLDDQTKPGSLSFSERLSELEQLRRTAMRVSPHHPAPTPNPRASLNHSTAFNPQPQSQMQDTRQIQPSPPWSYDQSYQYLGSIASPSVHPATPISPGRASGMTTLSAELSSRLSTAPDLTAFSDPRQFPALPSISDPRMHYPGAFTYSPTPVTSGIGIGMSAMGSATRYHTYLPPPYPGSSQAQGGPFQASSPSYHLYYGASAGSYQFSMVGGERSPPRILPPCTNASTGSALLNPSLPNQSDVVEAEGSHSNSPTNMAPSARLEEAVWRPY
Target sequence (Q13951 whole entry, looked up): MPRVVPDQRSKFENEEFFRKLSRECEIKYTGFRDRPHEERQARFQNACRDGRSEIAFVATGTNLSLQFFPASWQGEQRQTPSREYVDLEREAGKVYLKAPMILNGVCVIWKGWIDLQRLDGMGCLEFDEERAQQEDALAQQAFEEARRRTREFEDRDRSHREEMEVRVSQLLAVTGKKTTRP
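Inhibition was taken as any reduction in AlphaScreen signal from the CBF-beta–RUNX1 pair (His and biotin tags, 30 nM each), measured after compound (15 min) and bead (90 min) incubations at room temperature.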
NPSR antagonist – antagonists of human neuropeptide S receptor cAMP signaling | Potency, µM (highest dose often 38.3 µM), inactives show at the highest dose activity change, negative = inhibition, actives largely listed as inhibitors | CHO-NPSR cells, cAMP TR-FRET, antagonist mode | AID 1461 | Q6W5P4 | hit rate 1% among 220,000; further: potency means the concentration at half of the fitted maximal effect; on the % scale 0 is the no-effect control and ±100 the full control effect; nearly all actives have a fitted effect of over 50% in size; many of its hits are not listed in these tables
Target sequence (Q6W5P4 whole entry, looked up): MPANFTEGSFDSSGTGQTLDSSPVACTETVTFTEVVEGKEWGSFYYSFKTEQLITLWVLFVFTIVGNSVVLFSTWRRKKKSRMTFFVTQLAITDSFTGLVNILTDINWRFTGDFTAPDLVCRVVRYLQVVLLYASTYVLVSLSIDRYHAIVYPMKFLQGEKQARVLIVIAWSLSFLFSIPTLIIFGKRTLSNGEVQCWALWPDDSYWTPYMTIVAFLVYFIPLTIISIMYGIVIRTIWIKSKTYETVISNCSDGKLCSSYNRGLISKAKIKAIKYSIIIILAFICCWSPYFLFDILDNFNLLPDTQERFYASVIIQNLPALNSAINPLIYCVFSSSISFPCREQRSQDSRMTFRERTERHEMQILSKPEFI
HTT aggregate – inhibitors of mutant huntingtin aggregate formation in PC12 cells; hit rate 1.1% among 220,000; PC12 HttQ103-GFP aggregates, Acumen cytometry, 40 h; Potency, µM (doses to about 46.1 µM), without a hit: at the top dose activity change, negative = inhibition, most hits filed as inhibitors; AID 1688; further: potency means the concentration at half of the fitted maximal effect; on the % scale 0 is the no-effect control and ±100 the full control effect; nearly all actives have a fitted effect of over 60% in size
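PC12 cells with ecdysone-inducible HTT exon1 Q103-GFP, induced by 100 nM tebufenozide, given compounds in a concentration series. GFP aggregates (1–25 um, 6 SD above background) counted in lysates by laser-scanning cytometry, 488 nm excitation.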
Lamin A splicing – LMNA splicing modulation. AID 1487. Potency, µM (titrated, usually from 46.1 µM), for the others: at the top dose ratio change, negative = inhibition, actives largely listed as inhibitors. HeLa LMNA splicing GFP/RFP minigene ratio, 48 h. hit rate 0.01% among 200,000; active means well fitted inhibition curve with a large enough effect in the signal ratio, with a control signal flat, not every such curve was filed as active; inconclusive means small, poorly fitted or top-dose-only effect, or effect the other way, or a change in a side signal; the % refers to the signal ratio; further: potency means the concentration at half of the fitted maximal effect; on the % scale 0 is the no-effect control and ±100 the full control effect
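Read-out is the ratio of GFP to DsRed2 object intensity, acquired by 488 nm laser-scanning cytometry on HeLa lamin A-EGFP minigene reporter cells. Compound incubation 48 hrs at 37 °C in Opti-MEM with 2% FBS; DMSO 0.5% final.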
IMPase Li inh – IMPase inhibition in cells with lithium potentiation; CHO-M1 cells, IP1 TR-FRET (IP-One), carbachol + lithium; Potency, µM (doses to about 59.4 µM), for inactives: at the top dose activity, negative = IMPase inhibition, most hits filed as inhibitors; hit rate 0.35% among 210,000; AID 1457;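 further: IP1 builds up when IMPase is blocked and the TR-FRET signal falls; potency means the concentration at half of the fitted maximal effect; plate controls were basal vehicle for no effect and high inhibitor control for full effect; nearly all actives have a fitted effect of over 50% in size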
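Concentration–response in CHO-M1 cells, lithium-potentiated; 30 min at 37C. IP1 detected by competitive TR-FRET after 10 min lysis at RT. Hill-fitted AC50.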
Epigenetic reg – regulators of epigenetic silencing causing reporter derepression in mouse cells. murine LDR cells, GFP reporter derepression, 30 h. Potency, µM (series often up to 53.9 µM), for the others: at the top dose GFP activation, most hits filed as activators. hit rate 0.2% among 280,000. AID 1865; further: potency means the concentration at half of the fitted maximal effect; % of control where 0% means no effect; nearly all actives have a fitted effect of over 60% in size
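Derepression of a silenced CMV-GFP reporter in murine LDR cells is scored by enumerating GFP-positive cells with a laser-scanning microplate cytometer after 30 hours of treatment at 37 C.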
Luc counter – Kinase-Glo luciferase inhibition (counter-screen); Q27757; Kinase-Glo luciferase, ATP luminescence, 8 min; Potency, µM (top dose mostly 38.3 µM), without a hit: top-dose activity change, negative = inhibition, most hits filed as inhibitors; hit rate 0.28% among 200,000; AID 1379; further: potency means the concentration at half of the fitted maximal effect; on the % scale 0 is the no-effect control and ±100 the full control effect; nearly all actives have a fitted effect of over 60% in size
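Compound is pinned into ATP-containing buffer (10 uM ATP, imidazole pH 7.2, 7 mM MgCl2). Kinase-Glo luciferase reagent is then added. Light output is recorded following an 8-min room-temperature incubation.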
Numbers without * were called inactive; ? = inconclusive; · = not tested or not shown; & = joins results of further samples; [ ] = another dose, or the depositor's remark. Unless noted, the call rests on the fitted dose curve; in most records, active means well fitted curve in the direction sought with a large enough effect; inconclusive means small, poorly fitted or top-dose-only effect, or another doubt; inactive means no such curve, though single readings can be large; an effect the other way counts as inactive or inconclusive. A portion of the library. The share of hits here may be higher or lower than overall.

| SMILES | CBFb RUNX1 block | NPSR antagonist | HTT aggregate | Lamin A splicing | IMPase Li inh | Epigenetic reg | Luc counter |
| --- | --- | --- | --- | --- | --- | --- | --- |
| CC(C)(C)c1nc2c(Br)cc(Br)cc2c(=O)o1 | -1% | 12% | 0% | -7% | -2% | -1.0% | 1% |
| O=C(Nc1ccc2c(c1)C(=O)N(CC1CCCO1)C2=O)c1ccc(Cl)c(Cl)c1 (configuration not stated) | 3% | ? | 13% | ? | 49%[activator][38.3 µM] | 6.2% | -2% |
| CCO[C@H]1OC(C(=O)NCc2ccccc2)=C[C@@H](c2cn(C(C)=O)c3ccccc23)[C@@H]1CCCO | 4% | 44% | -5%[9.22 µM] | · | 4% | -2.0% | · |
| O=C(O)/C=C/C(=O)Nc1ccc2c(c1)C(=O)c1ccccc1C2=O | 0% | 4% | 5%[9.22 µM] | · | · | -2.6% | · |
| O=C1NC(=O)/C(=C\c2ccc(Oc3ccc([N+](=O)[O-])cn3)cc2)S1 | -7% | -33% | 10% | ? | 2% | 0.0% | -1% |
| O=C(C1CCCN(Cc2ccncc2)C1)N1CCc2ccccc2C1 (configuration not stated) | 4% | -5%[46.1 µM] | -24% | 4% | · | -2.2% | · |
| CCCC(=O)Nc1cc(C(=O)O)ccc1Sc1ccccc1 | 1% | -7% | 8% | 15%[9.22 µM] | -7% | -3.1% | 12% |
| O=C(CCCN1C(=O)c2ccccc2C1=O)N1CCCCC1 | 8% | -2%[46.1 µM] | -12% | -5% | 3% | -1.2% | 5% |
| O=C(Nc1nnc(COc2ccc(F)cc2)s1)c1cccs1 | 5% | -10%[46.1 µM] | 2% | -9% | 11% | -1.1% | 0% |
| O=C(CN(Cc1ccccc1F)C(=O)Cn1nnc(-c2cccs2)n1)NCC1CCCO1 (configuration not stated) | -2% | -10%[46.1 µM] | 8% | -7% | -6%[38.3 µM] | 0.7% | 0% |
| CCOc1ccc(N(Cc2cc3cc(OC)ccc3[nH]c2=O)S(C)(=O)=O)cc1 | 3% | -22%[46.1 µM] | 8% | 0% | -3%[38.3 µM] | -1.4% | -7% |
| O=C(Cc1ccccc1)Nc1cccc([N+](=O)[O-])c1 | -7% | -11% | -10% | · | 1% | 2.2% | 4% |
| COc1cc2c(cc1OC)C(C)N(C(C)=O)CC2 (configuration not stated) | -1% | -13%[46.1 µM] | -23% | -12% | 3% | 7.0% | 0% |
| Cc1ccccc1CSc1ncc(C#N)c(N)n1 | 0% | -5%[46.1 µM] | -12% | 7% | 1%[38.3 µM] | 1.3% | -1% |
| CC1CC(C)CN(C(=O)/C=C/c2ccc([N+](=O)[O-])s2)C1 (configuration not stated) | -5% | -48% | -10% | · | ? | -0.2% | -4% |
| O=C(CN1C(=O)CCC1=O)NNc1ccc2ccccc2c1 | -5% | 7% | 17%[9.22 µM] | ? | -2% | -0.7%[10.1 µM] | -1% |
| CC(C)Nc1nc(NC(N)=S)nc(NC(C)(C)C)n1 | 5% | 15% | 5%[9.22 µM] | 6%[46 µM] | 0% | 4.6% | -2% |
| CC(C)Nc1ccc(Nc2ccnc3cc4ccccc4cc23)cc1 | ? | ? | -10%[9.22 µM] | · | · | 3.8% | · |
| CCN(CC(=O)Nc1ccccc1OC)CC(=O)Nc1sccc1C#N | -6% | -15% | 12% | 2%[46 µM] | -6% | -1.4% | 1% |
| Cc1ccc(C(=O)/C=C/Nc2cccc(O)c2)cc1 | 6% | -17%[46.1 µM] | 4% | 7% | 8%[38.3 µM] | -1.0% | ? |
| Cc1ccc(CNCC(=O)Nc2ccc(C)cc2Br)cc1 | 12% | -4% | 10% | 6%[9.22 µM] | 3% | 0.2% | -3% |
| Cc1ccc(NC(=O)/C(Cl)=C/c2ccccc2)cc1C | 19% | -6% | -1% | ? | 6% | -0.9% | -3% |
| Cn1c(CCNC(=O)c2ccco2)nc2cc(NS(=O)(=O)c3ccc(Cl)cc3)ccc21 | -5% | -13%[46.1 µM] | -22% | 2% | -25%[38.3 µM] | -1.8% | 1% |
| CC(C)COc1ccc(-c2cc(C(=O)NN)[nH]n2)cc1 | -6% | 13% | ? | -5% | -3% | -1.0% | -2% |
| CSc1nc(-c2ccco2)cc(-c2ccccc2)c1C#N | 13% | -4%[46.1 µM] | 9% | 8% | -10%[38.3 µM] | 3.0% | -1% |
| O=C1C(Cl)=C(NCCCO)C(=O)c2ccccc21 | -8% | -8%[46.1 µM] | ? | ? | 43%[38.3 µM] | -1.0% | -7% |
| COc1ccccc1Nc1nc(N)nc(CSC(=S)N2CC(C)CC(C)C2)n1 (configuration not stated) | -4% | -27%[46.1 µM] | -4% | -11% | 6% | 1.0% | -1% |
| CC(C)C1N(S(=O)(=O)c2ccccc2)CCN1S(=O)(=O)c1ccccc1 | 25% | -18%[46.1 µM] | -3% | -2% | 12% | 0.0% | 2% |
| Cc1cccc(Nc2nnc(SCC(=O)NCc3cccs3)s2)c1 | 0% | -10% | 7% | · | -5% | 0.5% | -3% |
| COc1cc(CNCCSc2nnnn2C)cc(Br)c1OCc1ccccc1 | 5% | -42% | ? | · | 24% | 3.5% | 2% |
| COC(=O)c1ccc(C(=O)OC)c(NC(=O)CSCC(=O)O)c1 | -11% | -9% | -2%[9.22 µM] | · | · | -1.3% | · |
| O=C(CNC(=O)c1ccco1)N/N=C/c1cccs1 | -2% | 37% | 17%[9.22 µM] | · | · | 3.6% | · |
| O=C(O)c1ccccc1Nc1ccnc(Cl)n1 | 14% | -9% | 8%[9.22 µM] | · | · | 4.5% | · |
| Cc1ccc(/C=N\Nc2cn[nH]c(=O)c2Cl)cc1 | 4% | -11%[46.1 µM] | 21% | ? | 9%[38.3 µM] | 1.0% | -5% |
| O=C(Nc1cccc(NC(=O)c2cccnc2)c1)c1cccnc1 | -2% | -3%[46.1 µM] | -26% | -3% | 23%[38.3 µM] | 0.0% | -2% |
| Cc1ccc(C)c2nc3sc(C(=O)N4CCOCC4)c(N)c3cc12 | 4% | 2% | -29%[9.22 µM] | 5%[46 µM] | 0% | -0.1% | -5% |
| O=C(CCc1nc(-c2ccccc2)no1)NC1CCCCC1 | 6% | -12%[46.1 µM] | 5% | 4% | 18%[38.3 µM] | -1.5% | -2% |
| O=C(CCCn1c(=S)[nH]c2ccccc2c1=O)NCCSCc1ccccc1 | 2% | -10% | -15% | · | 0% | 0.0% | -1% |
| NC(CC(=O)O)c1ccc(Br)cc1 (configuration not stated) | 1% | 1% | -9% | -7% | 5% | 1.0% | 2% |
| COc1ccc(N2C(=O)C(F)(F)C2c2ccccc2F)cc1 (configuration not stated) | 29% | -33% | -6% | 23%[46 µM] | 4% | 0.9% | 7% |

Other structures.
Below each SMILES: CBFb RUNX1 block, NPSR antagonist, HTT aggregate, Lamin A splicing, IMPase Li inh, Epigenetic reg, Luc counter
> Cc1nn(-c2cccc(Cl)c2)nc1C(=O)O
  8%, -11%, 1%, 12%[46 µM], -2%, -2.6%, -3%
> Cc1nc2ccc(NC(=O)N(C)c3ccccc3)cc2s1
  6%, -4%, -13%, 1%, -2%, -3.5%, -5%
> Cc1ccc2nsnc2c1S(=O)(=O)N(Cc1cc2cccc(C)c2[nH]c1=O)CC1CCCO1 (configuration not stated)
  5%, -1%[46.1 µM], -3%, -3%, 1%[38.3 µM], 0.0%, -1%
> COc1ccc(NS(=O)(=O)c2ccc(N/N=C/c3ccc(N4CCOCC4)cc3)c([N+](=O)[O-])c2)cc1
  2%, 3%, 2µM*, 3%, -7%, -3.0%, -6%
> CCOc1nc(-c2ccccc2)ccc1-c1noc(-c2cccs2)n1
  -6%, ?, 12%, -6%[0.0737 µM], -6%[38.3 µM], -0.9%, 3%
> Cc1c(NC(=O)C(C)N2CC(C)OC(C)C2)c(=O)n(-c2ccccc2)n1C (configuration not stated)
  4%, 10%[46.1 µM], -15%, -6%, 27%[38.3 µM], -1.0%, 1%
> Nc1[nH]n(-c2ccccc2)c(=O)c1N=Nc1ccc2c(c1)OCCO2
  ·, -25%, -6%, ?, 16%, 2.1%, -2%
> CCN1C(=O)N[C@@H](c2ccc(Br)cc2)C(C(=O)OC)=C1C
  -1%&-3%, -13%, -1%, -6%, -4%&4%, -1.1%&0.1%, 0%&0%
> CCN(CC)c1ccc(NC(=O)C2CC(=O)N(Cc3ccccc3)C2)cc1 (configuration not stated)
  -11%, -11%, ?, ?, 14%, 2.6%, 3%
> O=C(Nc1cc(Cl)cc(Cl)c1)N1CCCN(Cc2ccccc2)CC1
  7%, ?, -17%[9.22 µM], -19%[46 µM], ·, 0.0%, ·
> O=C(Nc1nnc(-c2ccc(F)cc2)s1)Nc1ccccc1F
  12%, 2%, 10%[9.22 µM], ·, ·, -0.4%, ·

Molecules from the list above with a Cl atom (8):
Below each SMILES: CBFb RUNX1 block, NPSR antagonist, HTT aggregate, Lamin A splicing, IMPase Li inh, Epigenetic reg, Luc counter
> O=C(Nc1ccc2c(c1)C(=O)N(CC1CCCO1)C2=O)c1ccc(Cl)c(Cl)c1 (configuration not stated)
  3%, ?, 13%, ?, 49%[activator][38.3 µM], 6.2%, -2%
> Cc1ccc(NC(=O)/C(Cl)=C/c2ccccc2)cc1C
  19%, -6%, -1%, ?, 6%, -0.9%, -3%
> Cn1c(CCNC(=O)c2ccco2)nc2cc(NS(=O)(=O)c3ccc(Cl)cc3)ccc21
  -5%, -13%[46.1 µM], -22%, 2%, -25%[38.3 µM], -1.8%, 1%
> O=C1C(Cl)=C(NCCCO)C(=O)c2ccccc21
  -8%, -8%[46.1 µM], ?, ?, 43%[38.3 µM], -1.0%, -7%
> O=C(O)c1ccccc1Nc1ccnc(Cl)n1
  14%, -9%, 8%[9.22 µM], ·, ·, 4.5%, ·
> Cc1ccc(/C=N\Nc2cn[nH]c(=O)c2Cl)cc1
  4%, -11%[46.1 µM], 21%, ?, 9%[38.3 µM], 1.0%, -5%
> Cc1nn(-c2cccc(Cl)c2)nc1C(=O)O
  8%, -11%, 1%, 12%[46 µM], -2%, -2.6%, -3%
> O=C(Nc1cc(Cl)cc(Cl)c1)N1CCCN(Cc2ccccc2)CC1
  7%, ?, -17%[9.22 µM], -19%[46 µM], ·, 0.0%, ·

Single values from above.
CBFb RUNX1 block, O=C(Nc1nnc(-c2ccc(F)cc2)s1)Nc1ccccc1F : 12%
CBFb RUNX1 block, Cc1ccc2nsnc2c1S(=O)(=O)N(Cc1cc2cccc(C)c2[nH]c1=O)CC1CCCO1 (configuration not stated) : 5%
